Bioassay records from PubChem BioAssay.
HCV NS3h FP: blocks HCV NS3 helicase binding to DNA | actives 1.6% (n = 16,000) | inhibition, % at 100 µM | NS3h Cy5-dT15 DNA binding, fluorescence polarization;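 active = inhibition above the average over every tested compound plus 3 SD, cut at about 40% in these data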
Cy5 interf NS3h: enhances or quenches Cy5 fluorescence in NS3h assay; Cy5-dT15 DNA with NS3h, fluorescence interference; actives lie on both sides; signal over control mean, under 1 quenches; fluorescence interference ratio at 100 µM; actives 6% (n = 16,000); AID 720488;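 active = compound fluorescence over control fluorescence at most 0.8, a quencher, or at least a set upper limit, an enhancer; inactive = ratio between 0.8 and the set upper limit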
Active calls of the source: *.

SMILES	HCV NS3h FP	Cy5 interf NS3h
CCOc1ccc(C2=C/C(=C/c3ccc(OC)cc3)C(=O)O2)cc1	9.4	1.05
NC(=O)CCSc1ccc(Cl)cc1	-5.5	0.871
CC1CN(c2ccc([N+](=O)[O-])cc2)CCN1S(=O)(=O)c1ccccc1 (stereo not given)	17.9	0.984
CCOc1cc(/C=N\N2C(=O)/C(=C/c3ccc(O)c(OCC)c3)SC2=S)ccc1O	2.9	1.04
O=C(Nc1cccc(C(F)(F)F)c1)c1nn2c(c1Br)NC(c1cccs1)CC2C(F)(F)F (stereo not given)	11.7	1.05
COc1ccc(C)cc1NC(=O)C(=O)NCc1ccc(C)cc1	-5.0	1.07
O=C1CC(c2ccc3c(c2)OCO3)CC2=C1C(c1ccccc1OCc1ccccc1)Nc1ccccc1N2 (stereo not given)	10.1	1.02
O=C(CN1C(=O)c2ccccc2C1=O)NC(c1ccccc1)c1ccccc1	15.4	1.03
COc1cc(OC)cc(C(=O)Nc2cccc(-c3nc4ccccc4s3)c2)c1	15.0	0.965
Cc1ccccc1NC(=O)C(=O)NCCc1ccc(Cl)cc1	-4.4	1.04
CCn1nnnc1-c1ccc(OC)c(S(=O)(=O)Nc2ccc(C)c(C)c2)c1	23.4	0.887
O=C1C(=Cc2c(NCCO)nc3ccccn3c2=O)SC(=S)N1Cc1ccco1	3.2	0.888
O=C(O)COc1ccccc1/C=C1/SC(=S)N(NC(=O)c2ccc(Cl)cc2)C1=O	11.8	0.949
CC(=O)c1cccc(NC(=O)c2ccc(C(=O)Nc3cccc(C(C)=O)c3)cc2)c1	-3.9	1
CS(=O)(=O)N1CCN(C(=O)c2ccc(-c3ccccc3)cc2)CC1	0.3	0.622*
CN1C(=O)/C(=C/c2c(Cl)cccc2Cl)SC1=S	-7.5	0.961
CCc1ccc(N2C(=O)NC(=O)/C(=C\c3cc(C)n(-c4cccnc4)c3C)C2=O)cc1	9.9	1.03
N#CSC(CS(=O)(=O)c1ccccc1)c1ccccc1 (stereo not given)	2.3	1.07
CCOC(=O)c1ccccc1NC(=O)c1ccc(N(Cc2ccc(Cl)cc2)S(C)(=O)=O)cc1	-5.0	1.09
Cc1ccc(C)c(N2CC(C(=O)Nc3ccc([N+](=O)[O-])cc3)CC2=O)c1 (stereo not given)	8.3	0.919

Single records (already shown).
Listed for CC(=O)c1cccc(NC(=O)c2ccc(C(=O)Nc3cccc(C(C)=O)c3)cc2)c1 : HCV NS3h FP = -3.9; Cy5 interf NS3h = 1
Listed for N#CSC(CS(=O)(=O)c1ccccc1)c1ccccc1 (stereo not given) : HCV NS3h FP = 2.3; Cy5 interf NS3h = 1.07

The listing continues.
SMILES	HCV NS3h FP	Cy5 interf NS3h
S=C(Nc1ccccc1)Nc1ccc(Br)cn1	24.0	1.02
COc1ccc(NC(=O)C(=O)NCCN2CCN(C(=O)c3ccc(C)cc3)CC2)cc1	-0.9	0.993
Cc1ccc(NC(=O)COc2ccc(Cl)c(C)c2)c([N+](=O)[O-])c1	-4.1	1.04
CCOc1cccc(-c2nc3cc(C)ccc3o2)c1	-0.3	1.06
O=[N+]([O-])c1ccc(NCCCNS(=O)(=O)c2ccccc2)c(C(F)(F)F)c1	7.3	1.05
COc1ccc(C(=O)c2c(C)oc3c2cc(O)c2ccccc23)cc1	19.4	0.986
c1ccc(-n2ncnc2-c2ccc3c(c2)OCO3)cc1	7.7	1.02
CO/N=C(\c1nonc1N)N1CCN(c2ccc([N+](=O)[O-])cc2)CC1	14.4	0.962
CN(C)c1ccc(/C=C2\C(=O)c3cccc([N+](=O)[O-])c3C2=O)cc1	48.9*	0.941
COc1ccc(/C(C)=N\n2cnnc2)cc1	-2.6	1.07
O=C(NC1CCCCC1)C12CC3CCC(CC(C3)C1)C2	7.2	1.2*
CCOC(=O)C1=C(N)Oc2ccc3ccccc3c2C1c1ccc2c(c1)OCO2 (stereo not given)	4.5	0.919
O=C(Nc1cccc(Cl)c1)Nc1nnc(CSCc2ccc(Cl)cc2Cl)s1	0.3	0.942
CC(C)(C)c1ccc(OCC(=O)Nc2ccccc2[N+](=O)[O-])cc1	2.2	1.01
CCOC(=O)C1=C(C)NC2=C(C(=O)CCC2)C1c1coc2ccccc2c1=O (stereo not given)	-0.7	0.98
Nc1nnc(CC(=O)NCc2ccccc2)s1	0.3	1.04
O=C(Cc1ccc(Cl)cc1)Nc1ccc2c(c1)OCCO2	13.0	1.05
Cc1ccc(N(CC(O)Cn2c3ccccc3c3ccccc32)S(C)(=O)=O)cc1 (stereo not given)	-1.8	0.867
Cc1ccc(S(=O)(=O)CN=C(NC(=S)N(c2ccccc2)c2ccccc2)c2ccccc2)cc1	-1.3	1.04
COc1ccc(CCNc2cc(N3CCN(S(=O)(=O)c4ccccc4)CC3)ccc2[N+](=O)[O-])cc1OC	22.5	0.98
Cn1nnnc1SCc1nc2ccccc2[nH]1	-2.6	1.01
CC(C(=O)Nc1ccc(-c2nc3ccccc3s2)c(O)c1)(c1ccccc1)c1ccccc1	11.9	1.07
C=CCCCC(=O)Nc1ccc(Cl)cc1Cl	10.5	0.966
COc1nccc(Nc2ccccc2)c1C#N	-1.8	0.973
CC(NC(=O)c1cccc2ccccc12)C(=O)O (stereo not given)	2.6	1.03
O=C(CSCc1cccc(Br)c1)Nc1cccc2cccnc12	13.7	0.843
Cc1cc(/C=C(\C#N)C(=O)Nc2ccccc2)c(C)n1-c1ccc2ccccc2c1	1.4	0.94
COc1cccc(NC(=O)CSC(N)=O)c1	-4.9	0.933
CS(=O)(=O)N(CC(O)Cn1c2ccccc2c2ccccc21)c1ccc(Cl)cc1 (stereo not given)	11.1	0.906
CCN(CC)c1ccc(NC(=O)c2ccc(C)c([N+](=O)[O-])c2)cc1	12.9	1.03
O=C(Nc1ccc(-c2nc3ccccc3[nH]2)cc1)c1ccccc1[N+](=O)[O-]	12.2	0.914
N#CCCn1cc(CO)c(-c2ccccc2)n1	1.4	1.09
CN(C)c1ccc(NC(=O)c2ccc(Cl)c([N+](=O)[O-])c2)cc1	43.8*	0.317*
CC(=O)Nc1nonc1-c1nc2ccccc2n1Cc1ccc([N+](=O)[O-])cc1	-48.9	0.841
C=CCOc1ccc(/C=C2/C(=O)NN(c3ccc(C)c(Cl)c3)C2=O)cc1OC	8.7	1.02
COC(=O)c1c(C)oc2ccc(OCC(N)=O)cc12	6.1	1.01
O=C(/C=C/c1ccccc1Cl)Nc1ccc(F)c(F)c1	15.2	1
O=C(O)CC(NS(=O)(=O)c1ccc(F)cc1)c1ccccc1 (stereo not given)	2.2	1.06
O=C(CSCc1cccc(Br)c1)N1CCCCCC1	8.5	0.857
COC(=O)c1cc(NC(=O)c2cccc(Cl)c2Cl)cc(C(=O)OC)c1	10.5	0.868

Overlap with the part before: three entries, followed by the next part.
SMILES	HCV NS3h FP	Cy5 interf NS3h
O=C(O)CC(NS(=O)(=O)c1ccc(F)cc1)c1ccccc1 (stereo not given)	2.2	1.06
O=C(CSCc1cccc(Br)c1)N1CCCCCC1	8.5	0.857
COC(=O)c1cc(NC(=O)c2cccc(Cl)c2Cl)cc(C(=O)OC)c1	10.5	0.868
CC(C)(C)c1cc(C(F)(F)F)c2c(=O)n(-c3ccccc3)[nH]c2n1	1.3	0.969
O=C(Nc1ccc(F)c([N+](=O)[O-])c1)c1ccc(-c2cccc(Cl)c2)o1	-2.2	1.12
CC1CC(Nc2ccccc2)c2ccccc2N1C(=O)Nc1cccc(Cl)c1 (stereo not given)	2.8	1.02
O=C1NC(=NS(=O)(=O)c2ccccc2)S/C1=C\c1cccnc1	2.7	1.03
COc1ccc(-n2c(C)ccc2C)c(N)c1	6.3	0.918
Cc1ccc(N(CC(=O)N2CCCC2)S(C)(=O)=O)cc1Cl	8.2	1.06
C/C(=N\N=C1/c2ccccc2C(=O)C1C(=O)C(c1ccccc1)c1ccccc1)c1cccs1 (stereo not given)	4.0	0.684*
Cc1cc(C)c(NC(=O)c2ccccc2[N+](=O)[O-])c(C)c1	13.0	0.991
Cc1c(OCC(=O)O)ccc2c1oc(=O)c1ccccc12	17.0	0.891
COc1ccc(Cl)cc1C(=O)Nc1cccc(C)n1	2.3	1
O=[N+]([O-])c1cccc(-c2nc(-c3ccc(Cl)cc3)no2)c1	-9.4	0.981
CCCC1C(c2ccccc2)NC(c2ccccc2)C(C)C1(O)CCC (stereo not given)	16.3	1.02
O=[N+]([O-])c1ccccc1-c1nc(-c2ccccc2)c(-c2cccs2)[nH]1	12.7	0.989
COCCCN1C(=O)/C(=C\c2ccccc2O)C(C(=O)OC)=C1C	-3.8	0.98
COc1ccccc1/C=C1\SC(=S)N(c2ccc(F)cc2)C1=O	-0.9	1
CC1=C(C(=O)OC2CCCCC2)C(c2ccsc2)C2=C(CC(C)(C)CC2=O)N1 (stereo not given)	12.5	1.04
O=C1c2ccccc2C(=O)N1N1C(=O)c2cccc([N+](=O)[O-])c2C1=O	1.9	1.04
O=C(Oc1ccc(Cl)cc1)c1c(F)cccc1F	1.3	0.944
O=[N+]([O-])c1ccc(N2CCOCC2)cc1NCCc1ccccc1	30.3	0.667*
Cc1cc(-c2ccccc2)c2nncn2n1	-11.5	1.05
O=C(N/N=C\c1cccs1)/C(=C\c1cccs1)NC(=O)c1ccccc1	18.5	1.09
CCOc1cc(OCC)cc(C(=O)Nc2ccc(Cl)cn2)c1	12.6	1.06
O=C1C2ON(c3ccccc3)C(c3cccc(Br)c3)C2C(=O)N1c1ccccc1 (stereo not given)	11.6	1.04
CCOC(=O)C1=C(C)OC(N)=C(C#N)C1c1ccccc1Cl (stereo not given)	19.1	0.951
COc1cc(-c2noc(/C=C/c3ccccc3)n2)cc(OC)c1OC	11.9	0.986
CC(=O)N1c2ccccc2N(Cc2ccc(C)cc2C)C(=O)C1(C)C	-5.2	1.07
CCOc1ccc(-c2nc3cc(NC(=O)c4cccc([N+](=O)[O-])c4C)ccc3o2)cc1	-1.8	1.03
O=C(NCc1ccccc1Cl)/C(=C\c1cccc(Br)c1)NC(=O)c1ccccc1	0.9	1.02
CCc1ccccc1NC(=O)c1c(NC(=O)c2cccs2)sc2c1CCCCC2	7.0	1.07
Cc1ccc(OCC(=O)Nc2ccc(F)c([N+](=O)[O-])c2)cc1C	6.1	1
Cc1ccccc1S(=O)(=O)Nc1cc(Br)c2oc3c(c2c1)C(=O)CCC3	15.9	1.09
O=C(Cc1ccc([N+](=O)[O-])cc1)N1N=C(c2ccc(Br)cc2)CC1(O)C(F)(F)F (stereo not given)	8.0	1.07
O=C(Nc1ccc(F)cc1)c1cc2ccccc2oc1=O	3.9	1.12
CC1=C(C(=O)OC(C)C)C(c2coc3ccccc3c2=O)C2=C(CCCC2=O)N1 (stereo not given)	5.7	1.07
O=[N+]([O-])c1cccc(S(=O)(=O)Nc2cc(C(F)(F)F)ccc2Cl)c1	4.3	0.974
O=C(NC(O)C(Cl)(Cl)Cl)c1ccc([N+](=O)[O-])cc1 (stereo not given)	39.2	1.04
Cc1ccc(NC(=O)c2cccc(Cl)c2Cl)c([N+](=O)[O-])c1	10.1	0.983
O=C(Nc1ccccc1C(=O)O)c1ccc2c(c1)C(=O)N(c1cccc([N+](=O)[O-])c1)C2=O	22.4	1.06
CCCCCCN1C(=O)C(=O)C(=C(O)c2ccccc2)C1c1ccc2c(c1)OCO2 (stereo not given)	-2.8	1.03
COc1ccc(/C=C2\C(=O)NC(=O)N(c3ccc(C)cc3)C2=O)c(C)c1	5.9	1.03

Random excerpt: three entries already listed
SMILES	HCV NS3h FP	Cy5 interf NS3h
CCCCCCN1C(=O)C(=O)C(=C(O)c2ccccc2)C1c1ccc2c(c1)OCO2 (stereo not given)	-2.8	1.03
O=C(Nc1ccc(F)cc1)c1cc2ccccc2oc1=O	3.9	1.12
Cc1ccc(NC(=O)c2cccc(Cl)c2Cl)c([N+](=O)[O-])c1	10.1	0.983

More records.
SMILES	HCV NS3h FP	Cy5 interf NS3h
Cc1cccc(-n2c(C)cc(C=O)c2C)c1	4.5	1.01
CCOC(=O)c1ccccc1NC(=O)CN1C(=O)c2ccccc2C1=O	8.7	1.01
CCN(CC)c1ccc(NC(=O)c2ccc(-c3ccc([N+](=O)[O-])cc3C)o2)cc1	8.5	0.969
C=CCOc1nc(-c2cccnc2)nc2ccccc12	11.0	0.836
Cc1cc2c(cn1)/C(=C\C=C\N(C)C)c1ccccc1-2	9.7	0.929
C=CCONC(CCC)=C1C(=O)CC(C)(C)CC1=NC	13.6	0.886
CCOc1ccc(C(=O)Nc2cccc(OC)c2)cc1OCC	8.4	1.05
COc1ccc(N=C2NC(=O)/C(=C\c3ccco3)S2)cc1	13.4	0.926
O=C(Nc1ccccc1C(=O)Nc1ccc(Br)cc1)c1cccs1	7.1	0.973
COc1ccc(NC(=O)/C(C#N)=C\c2ccc(-c3ccc([N+](=O)[O-])cc3Br)o2)cc1	11.6	1.09
Cn1c(=O)cc(-c2ccccc2)c2ccccc21	14.1	0.692*
CCOc1ccc(/C=N\N2CCN(c3ccccc3OC)CC2)cc1OC	15.3	0.947
Cc1ccc2nsnc2c1NC(=O)c1ccc(-c2cccc(Cl)c2)o1	-2.5	1.1
CCc1ccc(NC(=S)NC(=O)c2ccco2)cc1	8.2	0.871
CCOc1ccccc1NC(=O)c1ccc([N+](=O)[O-])cc1	-7.3	1.02
COc1ccc(C(=O)N/C(=C\c2ccc(Cl)cc2)C(=O)NCC2CCCO2)cc1 (stereo not given)	-2.6	1.01
COc1ccc(C(=O)NC(=S)Nc2cc([N+](=O)[O-])cc(Cl)c2O)cc1	15.6	0.839
O=C(CC(Nc1ccc([N+](=O)[O-])cc1)c1ccc(Cl)cc1)c1ccc(Cl)cc1 (stereo not given)	10.0	1.06
COc1ccccc1N(CC(=O)NC(C)C)S(=O)(=O)c1ccccc1	-4.4	1.05
O=C1NC(=S)S/C1=C\c1ccc(C(=O)O)cc1	13.9	0.97
COc1ccc2c(c1)C1C=CCC1C(C(=O)O)N2 (stereo not given)	84.4*	1.19
O=C(Nc1ccc(Cl)cc1)Nc1nnc(-c2cccc(F)c2)s1	2.2	0.988
CC1CC(C)(C)N(C(=O)CN2C(=O)c3ccccc3C2=O)c2ccccc21 (stereo not given)	1.9	0.944

An unsorted share of the library; about 6.7% have a hit in one of these screens.
